Screening results as filed in PubChem BioAssay.
CRFBP-R2 agonist: agonists of human CRF-binding protein/CRF-R2 receptor complex; AID 588473; HEK293 CRF-R2/CRF-BP, calcium dye fluorescence (FLIPR); percent of saturating CRF peptide response; activation, % at 13.2 µM; hit rate 0.46% among 350,000;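 active = activation of at least 50%, plus an integration ratio under a set limit after plate pattern correction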;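 also: plate controls were neutral control wells without compound for no effect and CRF at EC100 for full effect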
CHRM5 PAM: potentiates acetylcholine response at human M5 receptor | P08912 | CHO-K1 hM5, Fluo-8 calcium, ACh EC20 PAM; 0% = ACh EC20, 100% = ACh EC100 | activation, % at 3 µM | hit rate 0.3% among 360,000;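 active = activation above the run cutoff, the mean activation of all test compounds plus 3 SD, cut at about 18% in these data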
Target sequence (P08912 whole entry, looked up): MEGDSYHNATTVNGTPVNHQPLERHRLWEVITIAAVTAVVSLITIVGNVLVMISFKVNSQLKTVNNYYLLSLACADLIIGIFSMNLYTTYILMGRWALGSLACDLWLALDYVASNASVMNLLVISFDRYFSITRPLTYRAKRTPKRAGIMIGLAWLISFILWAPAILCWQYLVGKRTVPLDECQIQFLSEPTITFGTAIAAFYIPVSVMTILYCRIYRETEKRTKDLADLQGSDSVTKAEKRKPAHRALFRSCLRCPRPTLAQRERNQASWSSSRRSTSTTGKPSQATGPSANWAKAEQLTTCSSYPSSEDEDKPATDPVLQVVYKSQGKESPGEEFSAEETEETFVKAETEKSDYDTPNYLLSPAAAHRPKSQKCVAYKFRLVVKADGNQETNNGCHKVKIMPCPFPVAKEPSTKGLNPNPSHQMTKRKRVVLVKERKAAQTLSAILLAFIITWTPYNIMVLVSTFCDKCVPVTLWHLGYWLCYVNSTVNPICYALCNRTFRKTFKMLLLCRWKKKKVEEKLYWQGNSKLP
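System – CHO-K1 hM5 cells · Compound – 3 µM, single dose · Incubation – compound preincubation 140 s before EC20 acetylcholine addition · Technique – Fluo-8 calcium fluorescence · Measure – Max/basal fluorescence ratio as % of EC20–EC100 ACh window · Benchmarks – low control EC20 acetylcholine (0%), high control EC100 acetylcholine (100%) · Replication – singlicate, one well per test compound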
IDE cell inh: cellular human IDE inhibition | P14735 | inhibition, % at 5.59 µM | hit rate 0.41% among 320,000 | HEK cells, FAbetaB cleavage, fluorescence polarization;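 active = percent inhibition above the average of all tested compounds plus 3 SD, set per screening campaign, cut at about 16% in these data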;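 also: IDE supplied by intact live HEK cells; FP after avidin binding of uncleaved biotin substrate so inhibition keeps polarization high; 0% = DMSO wells and 100% = 60 µM reference IDE inhibitor Ii1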
CHRM4 agonist: CHRM4 agonism in calcium assay; P08173; CHO-K1 hM4/Gqi5, Fluo-8 calcium fluorescence; vehicle 0%, full acetylcholine response 100%; activation, % at 3 µM; hit rate 0.14% among 360,000; AID 624127;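 active = activation above the run mean over all test wells plus 3 SD, cut at about 32% in these data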;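 also: peak over basal fluorescence ratio per well then scaled between controls; 0% = DMSO wells and 100% = acetylcholine at EC100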
Target sequence (P08173 whole entry, looked up): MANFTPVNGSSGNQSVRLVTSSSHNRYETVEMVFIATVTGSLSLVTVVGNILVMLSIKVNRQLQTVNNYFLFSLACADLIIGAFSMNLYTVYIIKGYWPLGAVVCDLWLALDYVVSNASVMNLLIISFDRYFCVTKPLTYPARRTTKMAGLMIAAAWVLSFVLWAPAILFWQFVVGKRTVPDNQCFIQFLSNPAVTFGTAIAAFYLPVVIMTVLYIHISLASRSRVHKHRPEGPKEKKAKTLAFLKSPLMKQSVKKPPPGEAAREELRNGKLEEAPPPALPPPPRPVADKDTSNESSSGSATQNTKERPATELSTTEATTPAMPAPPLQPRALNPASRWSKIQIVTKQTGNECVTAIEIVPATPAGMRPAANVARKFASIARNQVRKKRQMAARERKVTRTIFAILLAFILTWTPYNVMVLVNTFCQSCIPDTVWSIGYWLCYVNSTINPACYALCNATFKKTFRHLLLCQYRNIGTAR
CHRM4 antagonist: CHRM4 antagonism in calcium assay. P08173. CHO-hM4 cells, ACh EC80, Fluo-8 calcium fluorescence. inhibition, % at 3 µM. hit rate 0.73% among 360,000;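 active = inhibition above its plate's cutoff, the mean inhibition of sample wells plus 3 SD, cut at about 27% in these data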;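 also: 0% = acetylcholine EC80 with DMSO and 100% = DMSO without agonist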
M5 ag: CHRM5 agonism in calcium assay | hit rate 0.19% among 360,000 | P08912 | AID 624037 | activation, % at 3 µM | CHO-K1 hM5 cells, Fluo-8 calcium fluorescence; 0% DMSO wells, 100% maximal acetylcholine response;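 active = activation above the run's mean over test compounds plus 3 SD, cut at about 23% in these data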;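 also: signal is peak over basal fluorescence ratio across the kinetic read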
M4 PAM: potentiates acetylcholine response at human M4 receptor; P08173; CHO-K1 hM4/Gqi5, Fluo-8 calcium fluorescence, ACh EC20; 0% = ACh EC20, 100% = maximal ACh; activation, % at 3 µM; hit rate 0.4% among 360,000;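 active = activation above its plate's cutoff, the mean activation of sample wells plus 3 SD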; also: some results filed as inactive read as strong as hits
CHRM5 antagonist: CHRM5 antagonism in calcium assay. P08912. inhibition, % at 3 µM. AID 624040. CHO-hM5 cells, Fluo-8 calcium fluorescence, ACh EC80. hit rate 0.59% among 360,000;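 active = inhibition above a per-plate cutoff, the mean of that plate's test compounds plus 3 SD, cut at about 27% in these data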;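 also: 0% = acetylcholine EC80 with DMSO and 100% = DMSO without agonist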
CRFR2-BP antag: blocks CRF-induced signaling of the CRF-BP/CRF-R2 complex; HEK293 CRF-R2/CRF-BP, CRF-induced calcium fluorescence; inhibition, % at 11.8 µM; hit rate 0.59% among 350,000;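 active = inhibition of the ligand-induced calcium signal above about 50% at the single tested concentration, limit read from the data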
Numbers without * were called inactive.

`O=C(NCC1CCN(S(=O)(=O)c2ccccc2)CC1)Nc1ccccc1` gave CRFBP-R2 agonist 0.4, CHRM5 PAM -4.8, IDE cell inh 0.0, CHRM4 agonist 7.8, CHRM4 antagonist -5.3, M5 ag 4.0, M4 PAM -10.5, CHRM5 antagonist 2.9 and CRFR2-BP antag 2.1.
Screening N#Cc1ccc(-c2ccc(OCC(=O)Nc3cccnc3)cc2)cc1 returned CRFBP-R2 agonist -0.8, CHRM5 PAM -15.3, CHRM4 agonist 24.9, CHRM4 antagonist 6.6, M5 ag 5.3, M4 PAM -13.4, CHRM5 antagonist 24.3 and CRFR2-BP antag 4.7.
`Cc1ccc(S(=O)(=O)NC(CC(C)C)C(=O)N2CCOCCOCCOCCOCC2)cc1` (stereo unspecified) gave CRFBP-R2 agonist -0.5, CHRM5 PAM -6.5, IDE cell inh -1.2, CHRM4 agonist -0.4, CHRM4 antagonist 9.0, M5 ag -2.1, M4 PAM -7.3, CHRM5 antagonist 24.4 and CRFR2-BP antag 1.7.
O=[N+]([O-])c1cc(C(F)(F)F)ccc1N1CCCNCC1 was read as CRFBP-R2 agonist -0.6, CHRM5 PAM -6.4, IDE cell inh -5.3, CHRM4 agonist 3.4, CHRM4 antagonist 3.7, M5 ag -16.1, M4 PAM -7.0, CHRM5 antagonist 5.1 and CRFR2-BP antag 8.6.
`Cn1c(=O)cc(SCC(=O)N2CCCC2)c2ccccc21` gave CRFBP-R2 agonist 2.8, CHRM5 PAM -4.3, IDE cell inh -2.4, CHRM4 agonist 0.3, CHRM4 antagonist 3.5, M5 ag -6.0, M4 PAM 7.7, CHRM5 antagonist 0.2 and CRFR2-BP antag -41.4.
Cc1cc(C(=O)N2CCC(C(N)=O)CC2)c(C)o1 was read as CRFBP-R2 agonist -0.2, CHRM5 PAM 1.2, IDE cell inh -0.3, CHRM4 agonist 0.4, CHRM4 antagonist -2.1, M5 ag 2.5, M4 PAM 8.2, CHRM5 antagonist 0.4 and CRFR2-BP antag -0.7.
For CC(O)[C@H]1CNCCN1CCc1cc(C(F)(F)F)cc(C(F)(F)F)c1 (stereo partly specified) the results were CRFBP-R2 agonist 6.1, CHRM5 PAM 12.0, IDE cell inh 3.4, CHRM4 agonist 1.3, CHRM4 antagonist -12.0, M5 ag -5.3, M4 PAM 18.8, CHRM5 antagonist -10.8 and CRFR2-BP antag -12.7.
For Cn1c(=O)c2[nH]c(C3CCCC3)nc2n(C)c1=O the results were CRFBP-R2 agonist -1.8, CHRM5 PAM -4.0, IDE cell inh -1.7, CHRM4 agonist 0.6, CHRM4 antagonist 101.1*, M5 ag 0.6, M4 PAM -19.7, CHRM5 antagonist 0.1 and CRFR2-BP antag -5.7.
For COc1ccc(C(=O)N/C(=C\c2cn(S(=O)(=O)N(C)C)c3ccccc23)C(=O)N2CCCC2)cc1 the results were CRFBP-R2 agonist 0.2, CHRM5 PAM -0.6, CHRM4 agonist 4.1, CHRM4 antagonist 4.4, M5 ag 2.7, M4 PAM 0.7, CHRM5 antagonist -5.1 and CRFR2-BP antag -8.3.
For CCN(CCCNC(=O)c1nn(C)c2c1CS(=O)(=O)c1ccccc1-2)Cc1ccccc1 the results were CRFBP-R2 agonist 0.8, CHRM5 PAM -4.3, IDE cell inh -1.6, CHRM4 agonist 1.3, CHRM4 antagonist 7.8, M5 ag -7.4, M4 PAM -5.9, CHRM5 antagonist 5.3 and CRFR2-BP antag -4.2.
`CCn1cc(C(=O)O)c(=O)c2cc(F)c(N3CCN(C(=S)NC(=O)c4cccc(F)c4)CC3)cc21` gave CRFBP-R2 agonist 0.7, CHRM5 PAM -4.5, IDE cell inh 2.5, CHRM4 agonist 1.1, CHRM4 antagonist -7.0, M5 ag -1.4, M4 PAM -1.1, CHRM5 antagonist 19.2 and CRFR2-BP antag -6.5.
O=C(Nc1ccc(O)cc1)N1CCOCC1 was read as CRFBP-R2 agonist 0.7, CHRM5 PAM 3.7, IDE cell inh -1.9, CHRM4 agonist 0.3, CHRM4 antagonist -5.5, M5 ag 1.9, M4 PAM -3.7, CHRM5 antagonist 1.0 and CRFR2-BP antag -6.7.
Screening Cc1sc2ncnc(SCC(=O)N3CCCCC3)c2c1C returned CRFBP-R2 agonist 0.9, CHRM5 PAM -0.8, IDE cell inh 7.2, CHRM4 agonist 8.1, CHRM4 antagonist -7.5, M5 ag 4.7, M4 PAM -1.7, CHRM5 antagonist -0.2 and CRFR2-BP antag -6.1.
CCC(C)c1ccc(NC(=O)C/C(C)=N/NC(=O)c2cnccn2)cc1 (stereo unspecified) was read as CRFBP-R2 agonist -1.4, CHRM5 PAM -2.9, IDE cell inh -0.2, CHRM4 agonist 0.5, CHRM4 antagonist 4.0, M5 ag -2.8, M4 PAM 2.9, CHRM5 antagonist 3.3 and CRFR2-BP antag 17.3.
`CC(C)OCCCNC(=O)C1CCC(CNS(=O)(=O)c2ccc(Cl)cc2)CC1` (stereo unspecified) gave CRFBP-R2 agonist -1.4, CHRM5 PAM 6.9, IDE cell inh 15.3, CHRM4 agonist 1.5, CHRM4 antagonist -0.3, M5 ag 0.4, M4 PAM 11.7, CHRM5 antagonist -3.5 and CRFR2-BP antag -1.1.
For O=C(c1cccnc1)c1cccnc1 the results were CRFBP-R2 agonist -0.1, CHRM5 PAM -0.8, IDE cell inh -2.9, CHRM4 agonist -1.0, CHRM4 antagonist -28.7, M5 ag -3.8, M4 PAM 6.1, CHRM5 antagonist -5.3 and CRFR2-BP antag 2.4.
Screening Cc1nc2scc(-c3cccs3)c2c(=O)[nH]1 returned CRFBP-R2 agonist -1.8, CHRM5 PAM 1.5, IDE cell inh 3.2, CHRM4 agonist 0.3, CHRM4 antagonist 5.2, M5 ag 0.4, M4 PAM 0.0, CHRM5 antagonist -5.9 and CRFR2-BP antag 8.3.
Screening CSc1ncnc2c1ncn2CCCNCc1ccco1 returned CRFBP-R2 agonist -0.4, CHRM5 PAM 5.7, CHRM4 agonist 0.3, CHRM4 antagonist -10.5, M5 ag 0.9, M4 PAM -2.6, CHRM5 antagonist -15.7 and CRFR2-BP antag -13.8.
`CSc1cccc(NC(=O)CN(C)S(=O)(=O)c2cnc[nH]2)c1` gave CRFBP-R2 agonist 1.6, CHRM5 PAM 5.6, IDE cell inh -2.8, CHRM4 agonist 1.0, CHRM4 antagonist 5.6, M5 ag -1.4, M4 PAM 0.0, CHRM5 antagonist -11.7 and CRFR2-BP antag 3.9.
Fc1cccc(NC(=S)Nc2cccnc2)c1 was read as CRFBP-R2 agonist -0.8, CHRM5 PAM 1.9, IDE cell inh 1.6, CHRM4 agonist 0.5, CHRM4 antagonist 4.0, M5 ag -2.5, M4 PAM 4.6, CHRM5 antagonist 6.2 and CRFR2-BP antag -3.0.
`Cc1nn2c(-c3cccc(NC(=O)CSc4nc5ccccc5o4)c3)nnc2c2ccccc12` gave CRFBP-R2 agonist 1.8, CHRM5 PAM -39.7, IDE cell inh -5.9, CHRM4 agonist 12.3, CHRM4 antagonist 8.9, M5 ag -5.1, M4 PAM -15.6, CHRM5 antagonist 14.8 and CRFR2-BP antag -2.6.
`COCCN(CC(=O)Nc1cccc(C)c1C)C(=O)C1CCN(S(=O)(=O)c2ccccc2)CC1` gave CRFBP-R2 agonist 0.2, CHRM5 PAM -4.7, CHRM4 agonist 4.3, CHRM4 antagonist -5.3, M5 ag -2.7, M4 PAM 10.1, CHRM5 antagonist 9.2 and CRFR2-BP antag -12.7.
For Cc1noc(C)c1C(=O)N1CCC2(CC1)Oc1ccc(F)cc1C(=O)C21CC(c2ccc(Cl)cc2)=NO1 (stereo unspecified) the results were CRFBP-R2 agonist 0.4, CHRM5 PAM -3.1, IDE cell inh 1.9, CHRM4 agonist 6.7, CHRM4 antagonist -6.2, M5 ag -3.2, M4 PAM 1.8, CHRM5 antagonist -1.5 and CRFR2-BP antag -1.4.
COc1cc(C)c(C(=O)Oc2cc(C)c(C(=O)O)c(O)c2)c(O)c1 was read as CRFBP-R2 agonist 5.1, CHRM5 PAM -1.4, IDE cell inh -5.3, CHRM4 agonist 0.5, CHRM4 antagonist 8.4, M5 ag 0.4, M4 PAM -4.7, CHRM5 antagonist 0.3 and CRFR2-BP antag 22.2.
CCN(CC(=O)NC)S(=O)(=O)c1ccc(C)cc1 was read as CRFBP-R2 agonist -0.6, CHRM5 PAM -3.3, IDE cell inh 2.1, CHRM4 agonist 0.1, CHRM4 antagonist 0.3, M5 ag -3.1, M4 PAM 6.8, CHRM5 antagonist -1.5 and CRFR2-BP antag 29.3.
CCN(CC)CCNC(=O)c1ccc(NC(=O)C2CCN(S(=O)(=O)c3ccc4c(c3)OCCO4)CC2)cc1 was read as CRFBP-R2 agonist 3.2, CHRM5 PAM -0.3, IDE cell inh -5.2, CHRM4 agonist 0.6, CHRM4 antagonist -4.7, M5 ag -9.3, M4 PAM 3.8, CHRM5 antagonist 3.0 and CRFR2-BP antag -15.9.
CCN(C(=O)Cn1cnc2ccccc2c1=O)C1CCS(=O)(=O)C1 (stereo unspecified) was read as CRFBP-R2 agonist 0.8, CHRM5 PAM 2.3, IDE cell inh -2.4, CHRM4 agonist 0.3, CHRM4 antagonist -2.6, M5 ag 0.6, M4 PAM 7.1, CHRM5 antagonist -1.6 and CRFR2-BP antag -1.2.
Screening O=C(Cc1ccc(Cl)cc1Cl)OCC(=O)N1CCCCC1 returned CRFBP-R2 agonist 1.1, CHRM5 PAM -5.4, IDE cell inh -0.6, CHRM4 agonist 1.6, CHRM4 antagonist 0.6, M5 ag -3.5, M4 PAM -6.2, CHRM5 antagonist 23.8 and CRFR2-BP antag -7.1.
Screening CCC1CCC(NC2CCCCNC2=O)CC1 (stereo unspecified) returned CRFBP-R2 agonist 0.2, CHRM5 PAM -1.4, IDE cell inh -7.4, CHRM4 agonist 0.5, CHRM4 antagonist 10.6, M5 ag -1.7, M4 PAM -13.4, CHRM5 antagonist 0.3 and CRFR2-BP antag 0.6.
CCN1CCCC1CNC(=O)Cn1cccc1C(=O)c1ccccc1C (stereo unspecified) was read as CRFBP-R2 agonist 0.5, CHRM5 PAM -4.7, IDE cell inh -0.2, CHRM4 agonist 0.6, CHRM4 antagonist 11.1, M5 ag -3.3, M4 PAM -6.1, CHRM5 antagonist 4.4 and CRFR2-BP antag -4.8.
Screening CSc1ncccc1C(=O)N1CCN(S(=O)(=O)c2ccc(C)cc2)CC1 returned CRFBP-R2 agonist 0.4, CHRM5 PAM -5.8, IDE cell inh -0.3, CHRM4 agonist 3.0, CHRM4 antagonist 16.8, M5 ag -1.0, M4 PAM -8.3, CHRM5 antagonist 15.5 and CRFR2-BP antag 4.1.
`CN1CCN(S(=O)(=O)c2ccc3c(c2)C(C)(C)C(=O)N3C)CC1` gave CRFBP-R2 agonist -4.8, CHRM5 PAM -6.5, IDE cell inh 1.5, CHRM4 agonist 0.4, CHRM4 antagonist 6.5, M5 ag 0.7, M4 PAM -2.4, CHRM5 antagonist 5.8 and CRFR2-BP antag 4.3.
